Assay outcomes deposited in PubChem by Broad Institute.
IDH1 mut inh: inhibitors of human IDH1 R132H; inhibition, % at 10 µM; hit rate 0.18% among 70,000; IDH1 R132H reductase, diaphorase/resazurin fluorescence, 60 min; in the data active = inhibition above about 34%;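 note: 0% = DMSO and 100% = no enzyme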
Target sequence (O75874 whole entry R132H): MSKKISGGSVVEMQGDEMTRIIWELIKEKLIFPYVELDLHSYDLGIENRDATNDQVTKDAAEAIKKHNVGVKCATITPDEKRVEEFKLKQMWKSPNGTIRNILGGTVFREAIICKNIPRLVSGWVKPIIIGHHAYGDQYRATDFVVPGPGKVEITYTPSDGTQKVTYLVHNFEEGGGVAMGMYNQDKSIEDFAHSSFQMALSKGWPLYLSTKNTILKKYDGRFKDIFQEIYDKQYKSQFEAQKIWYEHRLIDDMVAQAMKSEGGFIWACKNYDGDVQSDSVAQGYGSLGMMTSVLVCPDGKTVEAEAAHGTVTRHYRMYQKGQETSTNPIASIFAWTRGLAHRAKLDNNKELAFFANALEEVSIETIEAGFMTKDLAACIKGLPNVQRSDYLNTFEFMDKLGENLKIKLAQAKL
PRC2 inh: EZH2 (human) methyltransferase inhibition | Q15910 | PRC2 H3K27 methylation, DELFIA TRF, 1 h | inhibition, % at 12.5 µM | hit rate 0.35% among 57,000 | AID 651548;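 active = mean inhibition of replicates at least 50% and every single replicate also reaching 50%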;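 note: dimethyl H3K27 on biotinylated H3 21-44 peptide detected by antibody; plate controls were median neutral control wells for no effect and median positive control wells for full effect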
Starred values were filed as active, the others as inactive. An excerpt; count on the stated rates, not on these rows.

For O=C(N[C@H]1CC[C@@H](CCNC(=O)C2CCC2)O[C@H]1CO)c1ccccn1 the results were IDH1 mut inh -0.1 and PRC2 inh 3.
`C[C@H]1CN([C@@H](C)CO)C(=O)Cc2cc(NC(=O)Nc3ccc4c(c3)OCO4)ccc2O[C@H]1CN(C)Cc1ccc(C(=O)O)cc1` gave IDH1 mut inh -16.
Screening COC(=O)c1cccc(NC(=O)CN(c2ccc(F)cc2)S(C)(=O)=O)c1C returned IDH1 mut inh 0.1 and PRC2 inh -14.
Cc1cc(C)c(-c2csc(Cc3nc(-c4cc5ccccc5oc4=O)cs3)n2)cc1C was read as IDH1 mut inh 0.3 and PRC2 inh -11.
For C=CCn1c(SCc2nc3ccccc3c(=O)[nH]2)nnc1-c1cc2cc(Cl)ccc2o1 the results were IDH1 mut inh 0.5 and PRC2 inh 7.
`C[C@H](CO)N1C[C@H](C)[C@H](CN(C)CC2CCCCC2)Oc2ccc(NC(=O)C3CC3)cc2C1=O` gave IDH1 mut inh 1.0 and PRC2 inh 7.
`O=C(NCc1ccco1)c1cc(-c2cccc(Cl)c2)nc2ccccc12` gave IDH1 mut inh -0.4 and PRC2 inh 9.
`C/C=C1\[C@H](O[C@@H]2O[C@H](CO)[C@@H](O)[C@H](O)[C@H]2O)OC=C(C(=O)OC)[C@H]1CC(=O)OC[C@H]1O[C@@H](OCCc2ccc(O)cc2)[C@H](O)[C@@H](O)[C@@H]1OC(=O)C[C@@H]1C(C(=O)OC)=CO[C@@H](O[C@@H]2O[C@H](CO)[C@@H](O)[C@H](O)[C@H]2O)/C1=C\C` gave IDH1 mut inh -1.3.
COc1ccc(-c2cnc3c(c2)C(=O)N([C@@H](C)CO)C[C@H](C)[C@@H](CN(C)C(=O)Cc2cccnc2)O3)cc1 was read as IDH1 mut inh 0.5 and PRC2 inh 5.
`C[C@@H]1CN([C@H](C)CO)C(=O)Cc2cc(N(C)C)ccc2O[C@@H]1CN(C)C(=O)Nc1ccc2c(c1)OCO2` gave IDH1 mut inh -0.6 and PRC2 inh 5.
For C[C@H]1CCCCO[C@@H](CN(C)Cc2ccc(C(F)(F)F)cc2)[C@@H](C)CN([C@@H](C)CO)C(=O)c2cc(N(C)C)ccc2O1 the results were IDH1 mut inh 0.8.
`C[C@H]1CN([C@@H](C)CO)C(=O)c2cc(-c3ccc(C(=O)N(C)C)cc3)cnc2O[C@H]1CN(C)Cc1ccc(C(=O)O)cc1` gave IDH1 mut inh 0.4.
For Cc1ccc(-c2cnc3c(c2)C(=O)N([C@H](C)CO)C[C@@H](C)[C@H](CN(C)C(=O)c2ccc(F)cc2)O3)cc1 the results were PRC2 inh -10.
For COc1ccc(NC(=O)Nc2ccc3c(c2)[C@@H]2C[C@@H](CC(=O)NCC4CC4)O[C@@H](CO)[C@@H]2O3)cc1 the results were IDH1 mut inh 11 and PRC2 inh -1.
`CNC[C@@H]1Oc2c(NC(=O)c3cc(C)nn3C)cccc2C(=O)N([C@H](C)CO)C[C@H]1C` gave IDH1 mut inh -0.3.
`O=C(NCCCn1ccnc1)C1CCC1` gave IDH1 mut inh 1.7 and PRC2 inh -11.
For CNC[C@@H]1Oc2c(NS(=O)(=O)c3ccc(F)cc3)cccc2C(=O)N([C@H](C)CO)C[C@H]1C the results were PRC2 inh -5.
For C[C@@H]1CN([C@@H](C)CO)C(=O)CCCn2nncc2CO[C@H]1CN(C)Cc1ccc2c(c1)OCO2 the results were PRC2 inh -21.
For C/C=C/c1ccc2c(c1)O[C@H](CN(C)C(=O)c1cnccn1)[C@@H](C)CN([C@@H](C)CO)S2(=O)=O the results were IDH1 mut inh -2.2 and PRC2 inh 3.
`C[C@H](CO)N1C[C@H](C)[C@H](CN(C)C(=O)Nc2ccc(C(F)(F)F)cc2)Oc2ccc(NC(=O)Cc3cn(C)c4ccccc34)cc2C1=O` gave IDH1 mut inh -16.
Cc1noc(C)c1NC(=O)N(C)C[C@H]1OCc2ccccc2-c2c(n(C)c3ccccc23)C(=O)N([C@@H](C)CO)C[C@H]1C was read as PRC2 inh 1.
`CCC(=O)N(C)C[C@H]1Oc2cc(C#Cc3ccccn3)ccc2S(=O)(=O)N([C@H](C)CO)C[C@H]1C` gave IDH1 mut inh -0.6 and PRC2 inh -4.
`COc1ccc(S(=O)(=O)N(C)C[C@@H]2Oc3ccc(NC(=O)Nc4c(C)noc4C)cc3C(=O)N([C@@H](C)CO)C[C@@H]2C)cc1` gave IDH1 mut inh 0.6.
Screening Cc1nc(S(=O)(=O)N[C@@H]2CCCN(Cc3ccc(OCCO)cc3)C2)cn1C returned PRC2 inh -2.
For CO[C@@H]1CN(C)C(=O)c2cc(NS(=O)(=O)c3ccccc3)ccc2OC[C@@H](C)N(C(=O)NC(C)C)C[C@H]1C the results were IDH1 mut inh 0.0 and PRC2 inh 7.
`C[C@@H]1CN([C@H](C)CO)C(=O)c2cccc(NS(=O)(=O)c3ccccc3)c2O[C@@H]1CN(C)Cc1ccc2c(c1)OCO2` gave IDH1 mut inh -2.9 and PRC2 inh -7.
`CC1(C)CC[C@]2(C(=O)O)CC[C@]3(C)C(=CCC4[C@@]5(C)CC[C@H](O[C@@H]6O[C@H](C(=O)O)[C@@H](O[C@@H]7OC[C@@H](O)[C@H](O)[C@H]7O)[C@H](O)[C@H]6O)C(C)(C)C5CC[C@]43C)C2C1O` (stereo not given in full) gave IDH1 mut inh -0.3 and PRC2 inh -6.
CNC[C@@H]1OCCCC[C@@H](C)Oc2ccc(NC(=O)Nc3ccc(F)cc3)cc2C(=O)N([C@H](C)CO)C[C@@H]1C was read as PRC2 inh 2.
CO[C@@H]1CN(C)C(=O)c2ccc(NC(=O)CN(C)C)cc2OC[C@@H](C)N(C(=O)C2CCCCC2)C[C@H]1C was read as IDH1 mut inh 0.0 and PRC2 inh -18.
`C[C@H](CO)N1C[C@H](C)[C@H](CN(C)S(C)(=O)=O)Oc2ncc(C3=CCCCC3)cc2C1=O` gave PRC2 inh 8.

Brought forward from above: seven compounds, followed by the next part.
Screening Cc1nc(S(=O)(=O)N[C@@H]2CCCN(Cc3ccc(OCCO)cc3)C2)cn1C returned PRC2 inh -2.
For CO[C@@H]1CN(C)C(=O)c2cc(NS(=O)(=O)c3ccccc3)ccc2OC[C@@H](C)N(C(=O)NC(C)C)C[C@H]1C the results were IDH1 mut inh 0.0 and PRC2 inh 7.
`C[C@@H]1CN([C@H](C)CO)C(=O)c2cccc(NS(=O)(=O)c3ccccc3)c2O[C@@H]1CN(C)Cc1ccc2c(c1)OCO2` gave IDH1 mut inh -2.9 and PRC2 inh -7.
`CC1(C)CC[C@]2(C(=O)O)CC[C@]3(C)C(=CCC4[C@@]5(C)CC[C@H](O[C@@H]6O[C@H](C(=O)O)[C@@H](O[C@@H]7OC[C@@H](O)[C@H](O)[C@H]7O)[C@H](O)[C@H]6O)C(C)(C)C5CC[C@]43C)C2C1O` (stereo not given in full) gave IDH1 mut inh -0.3 and PRC2 inh -6.
CNC[C@@H]1OCCCC[C@@H](C)Oc2ccc(NC(=O)Nc3ccc(F)cc3)cc2C(=O)N([C@H](C)CO)C[C@@H]1C was read as PRC2 inh 2.
CO[C@@H]1CN(C)C(=O)c2ccc(NC(=O)CN(C)C)cc2OC[C@@H](C)N(C(=O)C2CCCCC2)C[C@H]1C was read as IDH1 mut inh 0.0 and PRC2 inh -18.
`C[C@H](CO)N1C[C@H](C)[C@H](CN(C)S(C)(=O)=O)Oc2ncc(C3=CCCCC3)cc2C1=O` gave PRC2 inh 8.
Screening O=C(C[C@@H]1C[C@@H]2c3cc(NC(=O)Nc4ccccc4F)ccc3O[C@@H]2[C@@H](CO)O1)NCc1ccccn1 returned IDH1 mut inh -3.2 and PRC2 inh -7.
COc1ccc(OC)c(NC(=O)CSc2nc(-c3ccccc3)cs2)c1 was read as IDH1 mut inh 0.8.
For CO[C@@H]1CN(C)C(=O)c2cc(NS(=O)(=O)c3cccc(F)c3)ccc2OC[C@@H](C)N(Cc2cc(F)ccc2F)C[C@H]1C the results were IDH1 mut inh -0.2 and PRC2 inh 9.
For COc1cccc(S(=O)(=O)N(C)C[C@@H]2OCc3ccccc3-c3c(n(C)c4ccccc34)C(=O)N([C@@H](C)CO)C[C@@H]2C)c1 the results were IDH1 mut inh 0.3 and PRC2 inh -10.
Screening COc1ccc(NC(=O)N(C)C[C@H]2Oc3ccc(NC(=O)Nc4ccc(F)cc4)cc3C(=O)N([C@H](C)CO)C[C@H]2C)cc1 returned IDH1 mut inh -0.4.
COc1ccc(C#Cc2ccc3c(c2)[C@]2(C(=O)N3)[C@H](C(=O)O)[C@H]3C(=O)O[C@H](c4ccccc4)[C@H](c4ccccc4)N3[C@@H]2c2ccc(OCCO)cc2)cc1 was read as PRC2 inh 35.
Screening CNC[C@@H]1Oc2ccc(NS(C)(=O)=O)cc2CC(=O)N([C@@H](C)CO)C[C@@H]1C returned IDH1 mut inh 3.9 and PRC2 inh 6.
Screening CCNC(=O)C[C@H]1CC[C@@H](NS(=O)(=O)c2ccc(C)cc2)[C@H](CO)O1 returned IDH1 mut inh -0.3 and PRC2 inh -1.
`COC(=O)C1=C(C)NC(=S)NC1c1cccc(OC)c1OCc1ccccc1` (stereo not given) gave IDH1 mut inh 0.1 and PRC2 inh -11.
For O=C(C[C@H]1CC[C@@H](NC(=O)CN2CCOCC2)[C@H](CO)O1)NC1CCC1 the results were IDH1 mut inh 0.2 and PRC2 inh -12.
`C[C@@H]1CN([C@@H](C)CO)C(=O)c2cc(NC(=O)Nc3ccccc3)ccc2O[C@H]1CN(C)S(=O)(=O)c1ccc(Cl)cc1` gave PRC2 inh 1.
C[C@H]1CCCCO[C@H](CN(C)Cc2ccc3c(c2)OCO3)[C@@H](C)CN([C@@H](C)CO)C(=O)c2cc(NC(=O)CCCN(C)C)ccc2O1 was read as IDH1 mut inh 4.4.
`C[C@H]1CN([C@@H](C)CO)C(=O)c2cccc(NC(=O)Nc3ccc(C(F)(F)F)cc3)c2O[C@H]1CN(C)Cc1ccccc1` gave IDH1 mut inh -0.6.
Screening C[C@H](NC(=O)C[C@@H]1CC[C@@H](NC(=O)C2CCC2)[C@H](CO)O1)c1ccccc1 returned IDH1 mut inh 0.1 and PRC2 inh -10.
C[C@H](CO)N1C[C@H](C)[C@@H](CN(C)Cc2ccc(C(F)(F)F)cc2)Oc2c(NC(=O)C3CCCCC3)cccc2C1=O was read as IDH1 mut inh 2.4.
`COc1ccc(OC(C)c2nc(-c3cccnc3)no2)cc1` (stereo not given) gave IDH1 mut inh 2.4 and PRC2 inh -2.
C[C@H](CO)N1C[C@H](C)[C@H](CN(C)Cc2ccc(C(=O)Nc3ccccc3N)cc2)Oc2ccc(NC(=O)Nc3ccccc3)cc2CC1=O was read as PRC2 inh -22.
`CCCN1C[C@H](C)[C@H](OC)CN(C)C(=O)c2ccc(NC(=O)C3CCOCC3)cc2OC[C@@H]1C` gave IDH1 mut inh 0.0 and PRC2 inh 6.
For COc1ccc(S(=O)(=O)N(C)C[C@H]2Oc3c(NS(C)(=O)=O)cccc3C(=O)N([C@@H](C)CO)C[C@@H]2C)cc1 the results were IDH1 mut inh -3.9.
C[C@H]1CN([C@@H](C)CO)S(=O)(=O)c2ccc(C#Cc3ccccc3F)cc2O[C@@H]1CN(C)C(=O)Cc1ccncc1 was read as IDH1 mut inh 0.3 and PRC2 inh -23.
`C[C@H]1CN([C@@H](C)CO)C(=O)c2cc(-c3ccc(F)cc3)cnc2O[C@H]1CN(C)Cc1ccccn1` gave IDH1 mut inh 1.3 and PRC2 inh 21.
O=C1O[C@@H](c2ccccc2)[C@@H](c2ccccc2)N2[C@@H](c3ccccc3OCCO)[C@]3(C(=O)Nc4ccc(C#CC5(O)CCCCCC5)cc43)[C@@H](C(=O)O)[C@H]12 was read as IDH1 mut inh -0.2 and PRC2 inh 73*.
`Cn1c(=O)c2c(nc(OCc3cccnc3)n2Cc2c(F)cccc2Cl)n(C)c1=O` gave IDH1 mut inh 0.1 and PRC2 inh -8.
`C[C@H]1CN([C@@H](C)CO)C(=O)c2cccc(N(C)C)c2O[C@@H]1CN(C)S(=O)(=O)c1ccc(Cl)cc1` gave IDH1 mut inh -1.0.
CC(=O)Nc1ccc(-c2nnc(SCC(=O)NC3CCCCC3)n2C)cc1 was read as IDH1 mut inh -0.2 and PRC2 inh -3.
Cc1noc(C)c1S(=O)(=O)N(C)C[C@H]1Oc2ccc(NC(=O)CCC(F)(F)F)cc2CC(=O)N([C@@H](C)CO)C[C@@H]1C was read as IDH1 mut inh -0.2.
O=C(NCC[C@@H]1CC[C@H](NC(=O)C2CCCC2)[C@H](CO)O1)Nc1ccc(Cl)cc1 was read as IDH1 mut inh -0.5 and PRC2 inh -14.
Screening CO[C@@H]1CN(C)C(=O)c2ccc(NC(=O)Nc3cc(F)ccc3F)cc2OC[C@H](C)NC[C@H]1C returned IDH1 mut inh -0.1 and PRC2 inh -10.
C[C@@H]1CCCCO[C@@H](CN(C)CC2CCCCC2)[C@@H](C)CN([C@@H](C)CO)C(=O)c2cc(NC(=O)Nc3ccc(F)cc3)ccc2O1 was read as IDH1 mut inh 2.4.
Screening CC(=O)Cc1ccccc1OCC(=O)O returned IDH1 mut inh 0.2.
`Cc1ccc(S(=O)(=O)N(C)C[C@H]2Oc3c(NC(=O)Nc4ccccc4)cccc3C(=O)N([C@H](C)CO)C[C@H]2C)cc1` gave IDH1 mut inh 0.3 and PRC2 inh -16.
C[C@H]1CN([C@@H](C)CO)C(=O)c2cc(NC(=O)c3ccncc3)ccc2O[C@H]1CN(C)S(=O)(=O)c1ccc(Cl)cc1 was read as IDH1 mut inh 8.3 and PRC2 inh 4.
`C[C@H](CO)N1C[C@H](C)[C@H](CN(C)Cc2ccccc2)OCCCC[C@H](C)Oc2ccc(NS(C)(=O)=O)cc2C1=O` gave IDH1 mut inh 2.2 and PRC2 inh 4.
CCc1ccc(OCC(=O)Nc2ccccc2C(=O)OC)c(Br)c1 was read as IDH1 mut inh -0.2 and PRC2 inh 41.
